NALP3 yeast inh: inhibitors of NALP3 inflammasome in yeast; 330,000 tested, 0.39% active; inhibition, % at 10 µM; Yeast reconstituted NLRP3/ASC/caspase-1, beta-gal luminescence, 24 h;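 active = inhibition of 50% or more; inactive = inhibition below 50%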;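 note: plate controls were induced DMSO wells for no effect and uninduced yeast grown without galactose for full effect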
MPTP inh: permeability transition pore inhibition; isolated mouse mitochondria, Ca2+ swelling absorbance, 30 min; inhibition, % at 10 µM; 360,000 tested, 1.4% active;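 active = inhibition of 50% or more, scaled per plate between neutral and stimulator controls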;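 note: 0% = DMSO wells given calcium and 100% = 1 mM EGTA wells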
TIM10 inh: inhibits growth of TIM10 yeast strain. S. cerevisiae TIM10 strain growth, BacTiter-Glo luminescence, 24 h. inhibition, % at 10 µM. 330,000 tested, 1.4% active;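 active = inhibition of 40% or more at the single tested concentration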;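 note: wild-type TIM10 isogenic control strain grown at permissive 25 °C; 0% = DMSO yeast wells and 100% = minimal medium wells without yeast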
NR3A LBD binder: NR3A (human) ligand-binding domain modulation; Tm shift relative to glycine control, % at 25 µM; NR3A LBD differential scanning fluorimetry, Tm shift; 0% = protein alone, 100% = glycine-bound protein; 340,000 tested, 2.5% active;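 active = melting temperature shift of at least 10% of the positive control shift, at one fixed dose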
APJ ag: activates the human apelin receptor APJ; CHO-K1 APJ PathHunter beta-arrestin, luminescence; 0% DMSO wells, 100% apelin; 330,000 tested, 0.11% active; AID 2520; P35414; activation, % at 20 µM;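 active = activation more than six SD over the plate average, tested at 20 µM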;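 note: 0% = DMSO alone and 100% = apelin-13 at 10 nM; some results filed as inactive read as strong as hits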
Target sequence (P35414 whole entry, looked up): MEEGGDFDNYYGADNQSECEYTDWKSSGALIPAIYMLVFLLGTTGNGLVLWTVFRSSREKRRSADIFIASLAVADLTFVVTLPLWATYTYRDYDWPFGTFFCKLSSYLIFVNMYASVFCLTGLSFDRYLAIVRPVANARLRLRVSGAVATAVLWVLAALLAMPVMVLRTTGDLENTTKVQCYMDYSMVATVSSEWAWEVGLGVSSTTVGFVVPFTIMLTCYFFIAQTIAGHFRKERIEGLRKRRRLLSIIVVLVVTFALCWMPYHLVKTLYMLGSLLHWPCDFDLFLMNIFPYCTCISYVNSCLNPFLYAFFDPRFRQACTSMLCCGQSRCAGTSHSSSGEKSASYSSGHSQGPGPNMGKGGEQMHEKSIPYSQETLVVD
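Test system: CHO-K1 APJ beta-arrestin complementation cell line. Amount: cell density 1000 per well. Controls: DMSO negative, 10 nM Apelin-13 positive. Signal: luminescent beta-gal fragment complementation, chemiluminescent substrate. Read-out basis: agonist-driven arrestin binding to APJ. Timing: compound stimulation 90 min at 25 °C, detection 60 min.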
tim23-1 inh: tim23-1 yeast growth inhibition; S. cerevisiae tim23-1 growth, BacTiter-Glo luminescence, 24 h; inhibition, % at 20 µM; 330,000 tested, 1.3% active;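 active = growth inhibition of the mutant yeast at or above 50%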;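 note: temperature-sensitive mutant grown at 25 °C; plate controls were DMSO-treated mutant yeast for no effect and medium wells lacking yeast for full effect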
MIN6 prolif: induces beta-cell replication in MIN6 cells; MIN6 cells proliferation, ATPlite luminescence, 48 h; cells starved in 0.2% serum; 100% = growth in 10% serum; proliferation, % at 10 µM; 330,000 tested, 0.29% active;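 active = compounds whose signal lies at least 3.5 SD above the mean of all wells on their plate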;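 note: 0% = DMSO-treated cells in low-serum medium and 100% = 10% serum control; some compounds called inactive have numbers as strong as hits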
APJ antagonist: APJ receptor antagonism; P35414; CHO-K1 APJ beta-arrestin complementation, luminescence; inhibition, % at 20 µM; 330,000 tested, 0.32% active;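 active = inhibition above about 40% at 20 µM, limit read from the data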;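 note: cells challenged with 10 nM apelin-13 agonist together with compound; plate controls were apelin-13 plus DMSO wells for no effect and DMSO wells lacking apelin-13 for full effect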
tim10-1 inh: tim10-1 yeast growth inhibition. S. cerevisiae tim10-1 ts strain growth, BacTiter-Glo, 24 h. inhibition, % at 20 µM. 330,000 tested, 2.2% active. AID 463190;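 active = inhibition of at least 40%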;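 note: mutant grown at 25 °C; 0% = DMSO wells with yeast and 100% = wells holding no yeast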
* marks the source's active call; other numbers are inactive results; · = no result given.

SMILES	NALP3 yeast inh	MPTP inh	TIM10 inh	NR3A LBD binder	APJ ag	tim23-1 inh	MIN6 prolif	APJ antagonist	tim10-1 inh
COCCCNC(=O)c1c[nH]c2ccc(S(=O)(=O)N3CCC(C)CC3)cc2c1=O	-2	-1.1	-12	0	7	3	-2	-9	6
O=S(=O)(NCCC(c1ccc(F)cc1)c1ccco1)c1ccccc1 (centres undefined)	-5	4.8	16	-13	-3	24	-4	-4	15
O=C(OCCN1CCOCC1)c1cccs1	16	5.0	-29	0	-6	0	-1	-15	13
CCn1c(=NC(=O)CSC(C)=O)sc2cc(F)ccc21	15	0.6	15	0	-4	20	-5	4	22
Cc1ccc(CNC(=O)c2ccc(N(C)S(=O)(=O)c3ccccc3)cc2)cc1	-17	0.5	19	1	-2	19	0	-5	21
O=C(O)c1ccccc1-n1cccc1C(=O)O	-7	-2.7	-17	0	0	1	1	-4	-8
O=C(CN1C(=O)C2CCCCC2C1=O)OCC(=O)c1ccc(Cl)s1 (centres undefined)	9	0.3	-2	-1	-3	4	3	12	17
COc1ccc(Nc2nc(N3CCCCC3)nc(N3CCCCC3)n2)c(OC)c1	-6	1.8	-9	1	-3	6	-6	-8	-14
COc1ccc(CCN(C)C2CCCN(S(=O)(=O)c3ccc(C)cc3)C2)cc1OC (centres undefined)	1	19	0	3	-1	13	0	8	9
COCCOC(=O)C1=C(C)NC(=O)NC1/C=C/c1ccccc1 (centres undefined)	4	2.5	8	0	-1	5	-2	19	4

Single records, from the list above. Values in the order: NALP3 yeast inh	MPTP inh	TIM10 inh	NR3A LBD binder	APJ ag	tim23-1 inh	MIN6 prolif	APJ antagonist	tim10-1 inh
CCn1c(=NC(=O)CSC(C)=O)sc2cc(F)ccc21 is listed as 15	0.6	15	0	-4	20	-5	4	22
Cc1ccc(CNC(=O)c2ccc(N(C)S(=O)(=O)c3ccccc3)cc2)cc1 is listed as -17	0.5	19	1	-2	19	0	-5	21

More compounds
SMILES	NALP3 yeast inh	MPTP inh	TIM10 inh	NR3A LBD binder	APJ ag	tim23-1 inh	MIN6 prolif	APJ antagonist	tim10-1 inh
CC(C)CCN1C(=O)c2ccc(C(=O)NCc3ccco3)cc2C1=O	24	-1.0	-16	0	1	23	0	8	7
CC(CNC(=O)C(C)C)NC(=O)C(C)C (centres undefined)	-19	-1.1	6	-1	0	41	-1	7	3
COc1cc(/C=C/C(=O)N2CCN(C(=O)/C=C/c3cc(OC)c(OC)c(OC)c3)CC2)cc(OC)c1OC	15	-0.2	-41	2	-1	-40	-3	-33	-24
O=C(O)CN=C(NS(=O)(=O)c1ccc(Cl)cc1)c1ccccc1	0	-0.7	-18	0	2	20	1	-7	14
Cc1cccc(C)c1OC1(c2ccccc2)OC(=O)c2ccccc21 (centres undefined)	-9	-0.7	21	-1	-1	20	-7	21	10
O=C(O)c1n[nH]c2c1CCCC2	11	-6.3	4	-4	-4	6	-2	2	9
C/C(=N/NC(=O)c1ccoc1C)c1ccc(NC(=O)C2CCCC2)cc1	19	0.2	7	-2	0	29	0	-5	21
CCCC(=O)NNC(=O)CC(=O)Nc1ccccc1C(=O)O	-10	1.1	-7	2	-2	-5	0	18	-9
O=C(OCc1cccnc1)C1=Cc2ccccc2OC1	1	-0.3	17	-1	-1	3	-2	-3	4
Cc1ccc(NC(=O)c2ccccc2Cl)c(Cl)c1	5	0.1	17	2	-4	5	0	-13	14
COc1ccccc1OCC(=O)Nc1ncc(C)s1	26	-0.4	19	0	-3	17	-5	18	29
Clc1ccc(Cn2ncc3c(NCc4ccco4)ncnc32)c(Cl)c1	28	·	12	-8	-3	45	-4	-26	42*
CCCc1ccc2oc(C(=O)N3CCN(C4CCS(=O)(=O)C4)CC3)c(C)c2c1 (centres undefined)	2	-0.7	14	-3	-2	2	-1	8	8
CN(C)CCCOC(=O)c1sc2ccccc2c1Cl	17	1.0	-8	-1	-3	11	1	-8	-14
COc1ccccc1CNC(=O)Cn1cnnn1	5	-0.6	1	1	-2	-7	-2	10	-7
Cc1nnc(N2CCCC(C(=O)NCc3ccc(OC(C)C)cc3)C2)c2nn(-c3ccccc3)c(C)c12 (centres undefined)	8	-0.5	-1	-2	2	-4	-6	-24	6
COc1ccc(NC(=O)C2=CC(c3ccco3)=NS(=O)(=O)N2C)cc1	14	-1.5	10	2	-4	12	2	8	8
COc1ccc(/C(C)=N/OCC(=O)N=Nc2c(O)[nH]c3ccccc23)cc1	10	13	3	-4	1	-6	-3	-2	6
Cc1cccc(C)c1NC(=O)CN(C)C(=O)c1ccccc1OCc1ccc(F)cc1	4	-1.8	7	3	-6	20	-1	24	23
CCOc1ccc2[nH]c(=S)[nH]c2c1	-7	-2.0	3	0	-2	18	-2	-2	12
CN(C)S(=O)(=O)c1ccc(/C(O)=C2/C(=O)C(=O)N(Cc3cccnc3)C2c2cccs2)cc1 (centres undefined)	16	-1.4	-9	-1	-3	-9	-2	8	-2
COc1ccc(CNC(=O)Cc2ccc(OC)c(S(=O)(=O)N3CCOCC3)c2)cc1	7	13	1	-3	0	6	1	4	10
COc1ccc(-c2noc(CCC(=O)N3CCC(c4cc(C)ccc4C)CC3)n2)cc1	·	0.2	21	0	·	48	·	·	24
O=C(Nc1cc(S(=O)(=O)N2CCOCC2)ccc1N1CCOCC1)c1ccc([N+](=O)[O-])s1	18	-0.3	2	3	2	-1	-6	-14	-3
COc1ccc(NC(=O)c2cnc3sccn3c2=O)cc1	19	-0.9	4	-1	-3	9	2	-11	-4
Cc1cccc(C(=O)NC(=S)Nc2ccc(N3CCOCC3)cc2)c1	33	-2.1	16	1	-1	27	-3	8	28
CCC(=O)Nc1cccc(NC(=S)NC(=O)c2ccc(Cl)cc2)c1	7	4.9	-9	-8	-3	-18	-4	15	-6
NC(=O)C1CCN(C(=O)C2CCC(=O)N(Cc3ccc(Cl)cc3)C2)CC1 (centres undefined)	12	0.8	-2	1	-3	9	7	-15	9
Cc1ccc(C(=O)NCC(=O)O)s1	6	-1.7	-10	0	-4	6	2	2	9
O=C(O)CN1C(=O)N/C(=C\c2cccn2-c2ccc(P(=O)(O)O)cc2)C1=O	-4	0.7	0	0	-3	7	-2	8	7
COCCOC(=O)c1c(NC(=O)CNc2ccc(C)c(F)c2)sc(C(N)=O)c1C	1	34	-6	1	0	-11	-1	-5	11
CC(C)[C@H](NC(=O)[C@@H]1Cc2ccccc2CN1C(=O)OC(C)(C)C)C(=O)NC1CCCC1	15	0.7	3	2	-3	4	1	7	-2
Clc1ccc(Cn2ncc3c(NCc4ccccc4)ncnc32)c(Cl)c1	20	·	3	·	0	10	-3	0	11
Cc1cc(C(=O)NN)c2cc(Br)ccc2n1	9	-1.0	-3	1	4	0	-3	-14	-1
CC(c1cccs1)N(Cc1ccco1)C(=O)Nc1ccc(Cl)c(Cl)c1 (centres undefined)	-1	29	9	2	-8	21	-6	0	38
CCNC(=O)n1cc(-n2cncn2)c(-c2ccccc2)n1	4	-1.7	-3	2	2	7	-4	-8	8
COc1ccc(CN(C)Cc2c(O)ccc3cc(Br)ccc23)cc1OC	9	68*	21	-1	-1	22	-2	7	11
COC1Cc2ccccc2N(C(N)=O)c2ccccc21 (centres undefined)	-10	1.0	0	0	-7	-5	0	-17	-13
CC(=O)N/C(=C\c1ccc(F)cc1)C(=O)NC(C(=O)O)C(C)C (centres undefined)	5	0.4	3	-1	0	-4	-3	3	2
Cc1ccc(CSCC(=O)NCCCN2CCOCC2)cc1	22	-0.7	4	-1	0	3	-3	-8	-10
CC(=O)N1N=C(N)SC1c1cccc([N+](=O)[O-])c1 (centres undefined)	11	2.8	-11	-1	-3	16	6	0	8
C(=C\c1ccccc1)/C=N/Nc1nc2ccccc2[nH]1	18	4.0	19	-8	-5	51*	-6	-10	15
Cc1ccc(C(=O)OCC(=O)Nc2ccc(F)c(Cl)c2)o1	10	-0.9	3	0	0	9	4	-8	8
CCOc1ccc(/C=C/C(=O)c2ccc(-c3ccccc3)cc2)cc1	19	1.1	4	-7	-4	21	-4	-7	19
CCOC(=O)c1c(NC(=O)N/N=C/c2ccc(O)c(OC)c2)sc(C(C)=O)c1C	5	·	-3	·	2	-26	-4	-5	3
COc1ccc(C(=O)n2cnc(N)n2)cc1	0	-0.1	9	1	-8	7	0	1	19
Cc1ccc(NC(=O)C2(S(=O)(=O)c3ccc(C)cc3)CC2)cc1	14	-1.1	18	-3	7	9	1	18	20
CC(NC(=O)c1ccc(S(C)(=O)=O)cc1)c1cccc2ccccc12 (centres undefined)	6	0.9	-31	1	3	6	1	-5	-8
O=C(COC(=O)c1ccc(S(=O)(=O)Nc2ccccc2)cc1)NCCC1=CCCCC1	9	10	15	5	-4	12	-2	-15	30
COCCN(C(=O)CSc1ncccn1)c1c(N)n(Cc2ccccc2)c(=O)[nH]c1=O	20	-0.1	11	1	-5	14	1	7	-3
(next part)
SMILES	NALP3 yeast inh	MPTP inh	TIM10 inh	NR3A LBD binder	APJ ag	tim23-1 inh	MIN6 prolif	APJ antagonist	tim10-1 inh
CC(=O)Nc1ccc(NC(=O)CSc2ncc(C(=O)Nc3ccc(F)cc3)c(=O)n2C)cc1	3	-0.8	1	2	-4	6	0	8	7
C/C(=N\Nc1ccc(Cl)c(C(=O)O)c1)c1ccc(Br)s1	-1	0.9	8	-14	0	7	-1	-3	10
C[C@@H](NC(=O)[C@@H]1Cc2ccccc2CN1C(=O)OC(C)(C)C)C(=O)NC1CCCCC1	19	-1.7	4	-2	-2	17	-4	2	3
Cc1nc2ccccn2c1C(=O)CSc1ccc(Cl)cc1Cl	12	72*	7	-7	-2	-26	-3	-12	26
N#Cc1ccc2ccn(CC(=O)NC3CCCCC3)c2c1	-3	1.9	7	1	-2	21	-2	-9	14
COc1cc(/C=N/NC(=O)c2cnccn2)ccc1O	-21	2.2	15	-9	-1	2	-3	15	8
Cc1ccnc(N2CCC(C(=O)Nc3ccc4c(c3)OCO4)CC2)n1	6	1.6	-2	-2	0	21	-1	15	3
COc1ccccc1-c1nnc(SCC(=O)N2CCOCC2)n1-c1ccccc1	21	-0.6	7	1	10	9	1	-8	5
c1ccc(CCn2nnnc2C(c2cccs2)N2CCN(Cc3ccc4c(c3)OCO4)CC2)cc1 (centres undefined)	6	-0.8	29	2	-3	23	-3	15	26
CC(=O)N1N=C(c2ccccc2)OC1(C)CC(=O)Nc1ccccc1 (centres undefined)	7	0.7	4	-3	0	20	0	3	24

An excerpt from above in order of the TIM10 inh value, largest number first.
SMILES	TIM10 inh
COCCN(C(=O)CSc1ncccn1)c1c(N)n(Cc2ccccc2)c(=O)[nH]c1=O	11
Cc1ccc(CSCC(=O)NCCCN2CCOCC2)cc1	4
COc1ccc(CNC(=O)Cc2ccc(OC)c(S(=O)(=O)N3CCOCC3)c2)cc1	1

Other records:
SMILES	NALP3 yeast inh	MPTP inh	TIM10 inh	NR3A LBD binder	APJ ag	tim23-1 inh	MIN6 prolif	APJ antagonist	tim10-1 inh
COc1ccc(S(=O)(=O)Nc2ccc3ccccc3c2)cc1C	15	4.6	20	1	0	46	-6	-22	18
Cc1c(NC(=O)/C=C/c2cccs2)c(=O)n(-c2ccccc2)n1C	4	1.6	-2	-5	-2	16	0	8	10
N#CC(C(=O)O)=C1CCCC1	6	2.9	-7	0	2	-2	1	6	-10
COC(=O)c1ccc2c(C)c(C3(O)CCCCC3)[nH]c2c1	18	-1.4	29	-1	-2	43	-2	-1	-4
Cn1ccnc1SCC(=O)Nc1cc(S(=O)(=O)N2CCOCC2)ccc1Cl	16	-1.6	14	1	-2	14	0	-9	12
CCn1c(SCc2nc3ccccc3[nH]2)nnc1-c1ccccc1OC	10	-1.5	12	-9	0	24	-3	18	14
CCC(C)NS(=O)(=O)c1ccc(NC(=O)C2CCN(C(=O)c3ccco3)CC2)cc1 (centres undefined)	6	-1.9	6	1	-2	-8	-2	4	6
